High-throughput results deposited in PubChem BioAssay by ICCB-Longwood Screening Facility, Harvard Medical School.
PV pol inh: inhibitors of poliovirus RNA polymerase binding and polymerization; P03300; poliovirus polymerase elongation, fluorescence polarization; stronger effect = lower value; % elongation, % (compound at 16.7 µg/mL); hit rate 0.66% among 150,000; AID 588519; in the data active means % elongation below about 90%; further: some results filed as inactive read as strong as hits
Target sequence (P03300 1749-2209 limits assumed): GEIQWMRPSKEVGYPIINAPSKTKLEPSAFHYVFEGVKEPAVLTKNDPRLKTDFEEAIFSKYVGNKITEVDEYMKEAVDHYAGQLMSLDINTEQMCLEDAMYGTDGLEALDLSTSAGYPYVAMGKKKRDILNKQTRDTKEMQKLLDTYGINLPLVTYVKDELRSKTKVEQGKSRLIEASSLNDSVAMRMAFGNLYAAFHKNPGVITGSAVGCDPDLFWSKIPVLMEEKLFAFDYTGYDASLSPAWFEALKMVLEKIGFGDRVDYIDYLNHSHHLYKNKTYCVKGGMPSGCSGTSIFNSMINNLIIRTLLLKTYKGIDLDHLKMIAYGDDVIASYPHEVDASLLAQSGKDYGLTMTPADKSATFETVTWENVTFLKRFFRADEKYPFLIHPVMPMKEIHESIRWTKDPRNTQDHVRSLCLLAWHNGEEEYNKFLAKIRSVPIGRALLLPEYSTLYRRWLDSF
PV pol inh FP z-score: second read-out of PV pol inh, no call of its own (marks repeat the call); z-score; measured here: FP z-score; hits read low
Starred values were filed as active, the others as inactive.

Every second line gives: PV pol inh, PV pol inh FP z-score
Cc1ccc(C)c(N2N=C(C(=O)OCn3nnc4ccccc4c3=O)CCC2=O)c1
    102, -0.3
Cc1cccc(NS(=O)(=O)c2ccc3c(c2)CCN3C(=O)C2CCC2)c1
    115, 1.8
CCOC(=O)Cc1nn(CC)c(=O)c2ccccc12
    102, 0.1
COc1ccc(C2=Nn3c([n+](C)c4ccccc43)SC2)cc1
    99, -0.7
Cc1ccc(-n2c(/C=C/c3cccc(C(F)(F)F)c3)nc3ccccc3c2=O)cc1
    110, 0.4
CCOC(=O)N1C(=O)c2ccccc2NC1(C(F)(F)F)C(F)(F)F
    97, -1
O=C(NCc1ccc(F)cc1)c1ccc2c(Cl)c3c(nc2c1)CCCC3
    104, 0.1
Cc1ccc(-n2cnc3cc(N=Cc4nc5ccccc5n4C)ccc32)cc1
    99, -0.2
CN(Cc1ccc(Cl)c(Cl)c1)Cn1nnc2ccccc2c1=O
    108, 0.7
OCCn1c(-c2ccccc2)nc2ccccc21
    101, -0.6
Cc1cc(-c2ccc(C)c(S(=O)(=O)Nc3cccc(C)n3)c2)on1
    106, -0.1
Cc1ccc2nc(SCc3nc4cccc(C)n4c3Br)[nH]c2c1
    100, -0.3
CCS(=O)(=O)c1nc(S(=O)(=O)c2ccc(C)cc2)c(NCC(C)C)s1
    109, 0.6
COc1nc(N(C)C)nc(N(C)C)n1
    103, 0.5
COc1ccc(-n2cc(C(=O)N(C)c3cc(C)ccc3OC)c3ccccc3c2=O)cc1
    103, -0.6
Cc1c(C(=O)O)sc2ncnc(N3CCCC3)c12
    104, 1.1
CN(C)C1=NC(C(F)(F)F)(C(F)(F)F)N=C(c2cccnc2)O1
    100, -0.2
CC(=O)N(C(C)=O)c1ccc(C)cc1
    100, -0.2
Cc1cc(C)c2c(CC(=O)Nc3nnc(C(C)C)s3)coc2c1
    117, 0.1
CCCN(CC(=O)Nc1ccccc1C)C(=O)c1cn2ccccc2n1
    105, 0.3
NNC(=O)COc1c(Br)cc(Br)c2cccnc12
    103, 0
CCOC(=O)c1cc(C)n(CC2CCC(C(=O)NCc3ccco3)CC2)c1C (stereo not given)
    100, -1
CCOc1ccccc1NC(=O)C(C)n1nnc2sc3c(c2c1=O)CCCC3 (stereo not given)
    111, 0.6
O=C(CCCCl)Nc1ccc(C(O)(C(F)(F)F)C(F)(F)F)cc1
    104, 0.4
CC(C)(C)NC(=O)CSc1nc2[nH]c(=O)cc(O)c2s1
    103, 0
COC(=O)CCNc1ccc2ccccc2c1
    100, -0.9
COc1ccc(/C=C2\N=C(SC)NC2=O)cc1
    103, 0.6
CCOC(=O)CSc1nc(C)cs1
    103, 0.1
COc1cc(C(=O)N(CCCN(C)C)c2nc3c(OC)cccc3s2)cc(OC)c1OC
    101, -0.9
CCCn1nnc(NC(=O)COc2ccccc2)n1
    105, 0.2
CCCC(=O)Nc1ccc2oc(=O)ccc2c1
    108, 0.5
Cc1ccc(CNC(=O)CN2CCCN(Cc3ccc(F)cc3)S2(=O)=O)cc1
    109, 0.7
Nc1cc(=O)[nH]c(SCc2nc(-c3cccs3)no2)n1
    101, -0.1
Cc1ccc(S(=O)(=O)Nc2ccc(-c3nnc4n3CCCCC4)cc2)cc1C
    106, 0.5
COc1cc(OC)cc(C(=O)N2CCN=C2c2ccccc2)c1
    105, 0.8
CCN(CC)CCNC(=O)c1ccc2c(=O)n3nc(Nc4ccccc4)sc3nc2c1
    81*, -5.7*
CC(=O)OCC1OC(OC(C)(C)C)C(OC(C)=O)C(OC(C)=O)C1OC(C)=O (stereo not given)
    102, 0.9
CCS(=O)(=O)N1CCc2cc(C(=O)Nc3ccc(OC)cc3OC)ccc21
    110, 0.4
Cc1ccc(C)c(NC(=O)c2ccc3c(c2)CCCN3S(C)(=O)=O)c1
    108, 0.6
O=C(Cc1cccc(F)c1)NCC(c1cccs1)N1CCOCC1 (stereo not given)
    106, 0.5
Cc1c(N(C)S(=O)(=O)c2cccc(C(=O)Nc3ccccc3N3CCOCC3)c2)c(=O)n(-c2ccccc2)n1C
    92, -1
O=C(NCC(c1ccc2c(c1)OCO2)N1CCN(c2ccccc2)CC1)C(=O)Nc1cccc(F)c1 (stereo not given)
    105, -0.6
O=C(Cn1c(=O)nc(-c2ccccc2F)c2cc(Cl)ccc21)N1CCN(c2ccccc2F)CC1
    101, -0.8
COc1ccccc1C1CC(=O)NC(C)=C1C(=O)OC1CCCC1 (stereo not given)
    99, -0.5
CCN(Cc1ccccc1)C(=O)C(CC(C)C)NS(=O)(=O)c1ccc2c(c1)CCN2C(C)=O (stereo not given)
    107, 0.5
Cc1cc(S(=O)(=O)Nc2cccc(C(=O)O)c2)c(C)c(S(=O)(=O)c2ccccc2)c1
    92, -1.5
O=C(Nc1ccc(C(=O)OCc2cc(=O)n3c4c(sc3n2)CCCC4)cc1)c1ccccc1
    109, 0.6
C=C1CCC(OC(C)=O)C2(C)CCC3C(C)C(=O)OC3C12O (stereo not given)
    100, 0
O=C(/C=C/c1ccco1)NC(=S)NC12CC3CC(CC(C3)C1)C2
    101, 0.1
Cc1cccc(NC(=O)c2sc3nc4c(cc3c2N)CN(C(C)C)CC4)c1
    107, 0.4
CC(=O)Nc1ccc(S(=O)(=O)C(C#N)c2nc3ccccc3nc2NCCN2CCOCC2)cc1 (stereo not given)
    103, 0
COc1ccc(OC(=O)Nc2ccccc2)cc1
    103, 0.6
Cc1oc(-c2ccc(Cl)cc2)nc1CN1C(=O)CN=C(c2ccccc2)c2cc(Cl)ccc21
    111, 0.9
CC(C)Oc1ccc(C(=O)N2CCCC2C(=O)O)cc1 (stereo not given)
    104, 0.7
CCOC(=O)N1CCN(CC(=O)c2ccc(O)c(C)c2O)CC1
    99, -0.7
CC(=O)c1cccc(NC(=O)Cn2nc(C(F)(F)F)c3c2CCC3)c1
    107, 0.6
COc1ccc(C(=O)Nc2nnc(S(=O)(=O)N3CCC(C)CC3)s2)cc1OC
    110, 0.4
O=C(CCn1ccc2cc(S(=O)(=O)N3CCCC3)ccc21)NCc1cccc(Br)c1
    131, 4.7
Cc1cc(C)cc(NC(=O)c2cn3c4c(ccc(Cl)c4c2=O)OC(C)C3)c1 (stereo not given)
    112, 0.3
CCc1ccc(NC(=S)N(CCN2CCOCC2)Cc2ccccc2F)cc1
    102, 0.1

(further entries)
Every second line gives: PV pol inh, PV pol inh FP z-score
CCC(C)Sc1nc2c([nH]c3ccccc32)c(=O)n1C (stereo not given)
    111, 1.1
O=C(Cn1nnc(-c2cccc(C(F)(F)F)c2)n1)NCc1ccc(F)cc1
    104, 0
CCN(C1CCCCC1)S(=O)(=O)c1ccc(S(=O)(=O)NC2CC2)cc1
    102, 0.1
COc1ccc(C)cc1-n1nnnc1SCc1nc2sc3c(c2c(=O)[nH]1)CCC3
    118, 3.1
Cc1ccc(CNC(=O)Cc2c(C(=O)O)c(C)cn2C)cc1
    113, 1.1
COc1cccc(C(=O)N(Cc2ccc(N(C)C)cc2)Cc2ccco2)c1
    109, 0.6
CC1=CC2(CCC(C)CC2C(=O)NCc2ccc(Cl)cc2)OC1=O (stereo not given)
    105, 1.6
Cc1ccc(-n2c(N)c(C(N)=O)sc2=S)cc1C
    98, -1.4
CCCCN1C(=O)c2ccc(C(=O)C(C#N)c3nc4ccccc4n3C)cc2C1=O (stereo not given)
    96, -0.7
CC1CC(C)CN(CCN)C1 (stereo not given)
    101, -0.2
Cc1ccc(S(=O)(=O)C2(C(=O)O)CC2)cc1C
    101, -0.3
COC(=O)c1cc(-c2ccc(N)cc2)nc2ccc(C)cc12
    102, 0.1
C=CCn1c(=O)sc2cc(NC(C)=O)ccc21
    102, -0.2
Cc1ccc(/C=N/N=C2/NC(=O)CS2)o1
    101, -0.3
O=C(O)C1CCCN1C(=O)C12CC3CCC(CC(C3)C1)C2 (stereo not given)
    101, -0.1
O=C(COC(=O)c1cccc(S(=O)(=O)N2CCCC2)c1)Nc1cccc(F)c1
    100, -0.4
Cc1cc(NCc2ccccc2)n2ncnc2n1
    104, -0.3
S=C(NCc1ccccc1)c1ccccn1
    100, -0.3
COc1ccc(Nc2[nH]nc(NC(=O)c3ccc(S(=O)(=O)N(C)C)cc3)c2C#N)cc1
    104, 0.3
CSc1nnc(C2CCCN(C(=O)N(c3ccccc3)c3ccccc3)C2)n1C (stereo not given)
    101, -0.4

Entries of single compounds as entered above. Values in the order: PV pol inh, PV pol inh FP z-score
S=C(NCc1ccccc1)c1ccccn1 is entered as 100, -0.3
Cc1ccc(/C=N/N=C2/NC(=O)CS2)o1 is entered as 101, -0.3

(continued)
Every second line gives: PV pol inh, PV pol inh FP z-score
O=C(CCCc1ccccc1)c1ccc2c(c1)OCCO2
    110, 0.6
C#CCSc1n[nH]c(C(C)(C)C)n1
    100, -0.3
CCN(C(=O)CSc1ncccn1)c1ccccc1
    104, 1.5
CCc1ccc(N2CC(C(=O)OCC(=O)Nc3ccccc3)CC2=O)cc1 (stereo not given)
    102, 0.2
Cc1ccc2nc(-c3ccc(NC(=O)Cc4ccccc4)cc3)sc2c1
    104, -0.1
COc1ccc(-c2cn3nc(N4CCC(C(=O)Nc5ccc(Cl)cc5C)CC4)sc3n2)cc1
    103, -1
COc1ccccc1-n1c(C23CC4CC(CC(C4)C2)C3)n[nH]c1=S
    104, 0.7
CC(Oc1ccc(C#N)cc1)C(=O)NN (stereo not given)
    105, 0.3
Cc1[nH]c2ccccc2c1C(=O)CN1C(=O)NC(CC(C)C)C1=O (stereo not given)
    107, 0.6
COC(=O)c1c(CSc2nnc(-c3ccc(OC(F)F)cc3)o2)nc2ccccc2c1C
    103, 0.1
CC1Sc2cc(S(=O)(=O)NCCc3ccccc3)ccc2NC1=O (stereo not given)
    100, -0.4
CNc1nc(SCC(=O)OC)nc(N2CCOCC2)n1
    104, 0.6
CCOC(=O)C1CCN(C(=O)c2ccccc2NC(=O)C2=CSCCO2)CC1
    101, -0.3
CC(C)N(Cc1nc2ccccc2c(=O)[nH]1)C(=O)c1cccc(C#N)c1
    100, -0.6
O=C(CN1C(=O)CCSc2ccccc21)Nc1ccccc1F
    109, 1.2
O=C(OC1OCCOC1OC(=O)c1ccc(F)cc1)c1ccc(F)cc1 (stereo not given)
    98, -0.2
COc1ccc(-c2nc3ccccc3o2)cc1NC(=O)c1ccc(OCC(C)C)cc1
    105, 0.3
CC(C)(C)c1csc(=Nc2ccc(F)cc2F)o1
    95, -1.6
COc1ccc(OC)c(NC(=O)CCNC(=O)Cn2cnc3ccccc3c2=O)c1
    106, 0.5
c1ccc(-c2cnc3n2CCCCC3)cc1
    101, 0

Some values from the results shown.
Result for CC1CC(C)CN(CCN)C1 (stereo not given) in PV pol inh: 101
Result for COC(=O)c1c(CSc2nnc(-c3ccc(OC(F)F)cc3)o2)nc2ccccc2c1C in PV pol inh FP z-score: 0.1
Result for O=C(OC1OCCOC1OC(=O)c1ccc(F)cc1)c1ccc(F)cc1 (stereo not given) in PV pol inh FP z-score: -0.2

Following part.
Every second line gives: PV pol inh, PV pol inh FP z-score
Cc1ccc(NC(=O)CNC(=O)C23CC4CC(CC(C4)C2)C3)c(O)c1
    102, -0.2
O=C(NCCCN1CCN(c2ccccc2F)CC1)C1C2C=CC3(CN(Cc4ccccc4Cl)C(=O)C13)O2 (stereo not given)
    100, 0
CC1CCCC(C)N1NC(=O)c1cccc(S(=O)(=O)N2CCc3ccccc32)c1 (stereo not given)
    103, 0
Cc1cccc(C(=O)Nc2ccc3nc(SCC(=O)N4CCCC4)sc3c2)c1
    104, -0.7
O=C1C2CNC3(C(=O)Nc4ccccc43)C2C(=O)N1Cc1ccccc1 (stereo not given)
    103, 0.4
Cc1cc(C)n(CCCC(=O)NCCn2nccc2C)n1
    99, -1
Cc1cc(C)c2oc(-c3ccc(NC(=O)COc4ccc(Br)cc4)cc3O)nc2c1
    109, 0.6
COCCNC(=O)c1cc(-c2ccccc2)n[nH]1
    104, 0.3
Cc1ccc(Cl)cc1N1CCN(C(=O)CCCn2c(=O)[nH]c3ccc(Br)cc3c2=O)CC1
    103, -0.5
CCn1c(SCc2ccccc2Cl)nc(=O)c2c(C(=O)OC)cc(C3CC3)nc21
    103, -1.1
CCN(CC)C(=O)c1ccc(NC(=O)Cn2nc(-c3ccc(C)cc3)c3ccccc3c2=O)cc1
    110, -0.2
Cc1ccc2cccc(NC(=O)COc3ccccc3Cl)c2n1
    102, -0.9
Cc1ccc(N2CC(C(=O)Nc3ccc(S(=O)(=O)NC4CCCCC4)cc3)CC2=O)cc1 (stereo not given)
    101, 0.1
O=C1C2=C(CCCC2)C(=O)N1CNc1ccccc1
    108, 0.5
O=C(Nc1ccccn1)C12CCC(CC1)C2
    101, -0.4
CCC(C(=O)NCc1cc(Br)ccc1OC)n1nc(C)n2c(cc3occc32)c1=O (stereo not given)
    102, -0.5
O=C(Nc1nc2ccc(S(=O)(=O)N3CCCC3)cc2s1)c1ccc(F)cc1
    110, 0.5
N#C/C(=N\Nc1ccc(S(=O)(=O)N2CCCCC2)cc1)C(N)=S
    103, 0.2
NNC(=S)NC1CCCCCCCCCCC1
    101, -0.1
O=S(=O)(Cc1ccccc1)N1CCC(c2nc(-c3cccs3)no2)CC1
    102, -0.1

Some of these compounds in order of molar mass, descending:
Every second line gives: PV pol inh, PV pol inh FP z-score
CCN(CC)C(=O)c1ccc(NC(=O)Cn2nc(-c3ccc(C)cc3)c3ccccc3c2=O)cc1
    110, -0.2
O=S(=O)(Cc1ccccc1)N1CCC(c2nc(-c3cccs3)no2)CC1
    102, -0.1
Cc1cc(C)n(CCCC(=O)NCCn2nccc2C)n1
    99, -1

Following part:
Every second line gives: PV pol inh, PV pol inh FP z-score
Nc1ccc(C(=O)N2CCOCC2)cc1
    101, 0
O=C(COC(=O)c1cccc(NC(=O)c2ccc(Cl)cc2)c1)c1ccccc1
    101, -0.5
COCCn1c(=O)[nH]c2cc(C(=O)N3CCN(c4ccccc4)CC3)ccc2c1=O
    104, -0.2
O=c1c(-c2ccc(F)cc2)coc2c3c(ccc12)OCCO3
    105, 0.4
Brc1ccc(Nc2c3c(nc4nncn24)CCC3)cc1
    111, 0.7
COc1ccc(N2CCN(C(=O)c3nc(SC)ncc3Cl)CC2)cc1
    120, 0.3

Only part of the results is shown (hit frequency here may not be typical).
